MEKK2 mut-MEK5: MEK5 binding signal on mutant MEKK2 PB1, primary screen, biochemical, multiplex bead flow cytometry, Alexa488-MEK5; Alexa488-MEK5 binding to MEKK2 mutant; percent response, % at 10 µM; hit rate 0.35% among 290,000; AID 1530, 2009; in the data active means percent response above about 24%, passing the limit was not always enough; further: inactives centre near 1; some results filed as inactive read as strong as hits; reference of the scale not given here
MEKK2 WT-MEK5: modulators of MEK5 binding to wildtype MEKK2, primary screen, biochemical, multiplex bead flow cytometry, Alexa488-MEK5; Mitogen-activated protein kinase kinase kinase 2 (Homo sapiens), Q9Y2U5; Alexa488-MEK5 binding to MEKK2 WT; actives lie on both sides; binding response (% of control), % at 10 µM; hit rate 1.1% among 290,000; AID 1531, 2009; in the data active means binding response below about 67% or above about 130%
MEKK3 PB1 HTS: modulators of MEKK3-MEK5 PB1 binding, primary screen, biochemical, wildtype MEKK3, multiplex bead flow cytometry, Alexa488-MEK5 | Mitogen-activated protein kinase kinase kinase 3 (Homo sapiens), Q99759 | bead-based flow cytometry, Alexa488-MEK5 binding to MEKK3; actives lie on both sides; 0 = blocked by unlabeled MEK5, 100 = vehicle | binding response (% of control), % at 10 µM | hit rate 1.4% among 290,000;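 active means binding response more than 3 SD above or below the average of its plate-row segment, actives on both sides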;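 further: Alexa488 bead fluorescence after subtracting the streptavidin-only scavenger bead signal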
Target sequence (Q99759 whole entry, looked up): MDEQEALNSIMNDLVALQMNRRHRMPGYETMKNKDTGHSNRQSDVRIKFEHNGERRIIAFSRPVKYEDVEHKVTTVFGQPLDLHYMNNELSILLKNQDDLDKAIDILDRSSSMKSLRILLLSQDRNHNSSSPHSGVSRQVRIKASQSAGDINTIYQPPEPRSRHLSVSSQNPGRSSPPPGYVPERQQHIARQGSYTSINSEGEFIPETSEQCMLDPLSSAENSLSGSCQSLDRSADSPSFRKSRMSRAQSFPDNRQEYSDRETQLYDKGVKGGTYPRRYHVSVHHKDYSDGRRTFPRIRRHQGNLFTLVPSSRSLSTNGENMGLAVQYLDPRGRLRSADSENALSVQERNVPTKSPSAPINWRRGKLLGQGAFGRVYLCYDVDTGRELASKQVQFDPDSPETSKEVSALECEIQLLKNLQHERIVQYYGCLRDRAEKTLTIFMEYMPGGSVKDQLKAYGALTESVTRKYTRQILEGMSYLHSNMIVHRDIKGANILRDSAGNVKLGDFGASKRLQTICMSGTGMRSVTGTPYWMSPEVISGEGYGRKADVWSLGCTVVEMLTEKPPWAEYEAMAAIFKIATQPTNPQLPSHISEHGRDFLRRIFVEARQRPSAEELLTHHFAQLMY
IDE cell inh: human IDE inhibitors in live cells, primary screen, fluorescence polarization, HEK cells, FAbetaB substrate; FAbetaB cleavage; inhibition, % at 5.59 µM; hit rate 0.41% among 320,000; AID 434962, 2010;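 active means percent inhibition above the average of all tested compounds plus 3 SD, set per screening campaign, cut at about 16% in these data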;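 further: IDE supplied by intact live HEK cells; FP after avidin binding of uncleaved biotin substrate so inhibition keeps polarization high; 0% = DMSO wells and 100% = 60 µM reference IDE inhibitor Ii1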
PfM18AAP inh: PfM18AAP inhibitors, malaria aminopeptidase, primary screen, biochemical, QFRET, recombinant enzyme. M18 aspartyl aminopeptidase (Plasmodium falciparum 3D7). H-Glu-NHMec fluorogenic cleavage. inhibition, % at 7.35 µM. hit rate 1.2% among 290,000. AID 1822, 2009;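 active means inhibition above the campaign mean inhibition over all tested compounds plus 3 SD, cut at about 28% in these data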;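 further: 0% = plate median of test compound wells and 100% = 2 mM ZnCl2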
NALP1 inh: NALP1 inflammasome inhibitors in reconstituted yeast, colorimetric, S. cerevisiae, triplicate retest | hit rate 0.61% among 280,000 | S. cerevisiae NALP1/ASC/caspase-1 growth, X-gal OD620, 72 h | inhibition, % at 10 µM; in the data active means inhibition mostly above about 24%, no sharp cut-off; inactive means mostly below about 32%; further: some compounds called inactive have numbers as strong as hits
pCIP destab: p/CIP-EGFP fusion destabilizers, primary screen, fluorescence, F442A cells. hit rate 0.01% among 290,000. decrease of EGFP signal, % at 10 µM. 16 h. AID 1984, 2009;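 active means EGFP signal decrease of at least 30% at 10 µM or well 3 SD below plate mean, unless failing retest; inactive means the rest, including hits failing retest or dose response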; further: some compounds called inactive have numbers as strong as hits; many of its hits are not listed in these tables
SUMO HTRF inh: inhibitors of in vitro SUMOylation cascade, primary screen, biochemical, HTRF, uHTS | SUMO-conjugating enzyme UBC9 (Homo sapiens), P63279 | HTRF SUMOylation assay, SAE1/SAE2 + UBC9 | inhibition, % at 35 µM | hit rate 0.36% among 290,000 | AID 2006, 2009; in the data active means inhibition above about 50%, passing the limit was not always enough; further: strong numbers were not always called active
Target sequence (P63279 whole entry, looked up): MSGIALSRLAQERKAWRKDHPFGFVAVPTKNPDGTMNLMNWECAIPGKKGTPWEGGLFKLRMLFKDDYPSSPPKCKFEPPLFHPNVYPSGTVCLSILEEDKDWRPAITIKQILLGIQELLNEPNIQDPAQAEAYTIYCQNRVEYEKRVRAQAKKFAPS
IDE cell activ: human IDE activators in live cells, primary screen, fluorescence polarization, HEK cells, FAbeta-B substrate | FAbeta-B cleavage; 0% vehicle, 100% cell-free pure enzyme wells | activation, % at 5.96 µM | hit rate 0.073% among 340,000;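 active means activation above the mean of all tested compounds plus 3 SD, set per screening campaign, cut at about 17% in these data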
The depositor's hits bear a star; / = not tested or not shown. A portion of the library. The share of hits here may be higher or lower than overall.

SMILES | MEKK2 mut-MEK5 | MEKK2 WT-MEK5 | MEKK3 PB1 HTS | IDE cell inh | PfM18AAP inh | NALP1 inh | pCIP destab | SUMO HTRF inh | IDE cell activ
CCOC(=O)c1c(NC(=O)C2COc3ccccc3O2)sc2c1CCN(Cc1ccccc1)C2 (stereo not given) | -1 | 95 | 86 | -2 | -6 | 29 | 12 | -12 | 5
O=C(Cc1c(Cl)cccc1Cl)Nc1ccncc1 | 1 | 101 | 102 | / | 1 | 7 | -5 | 0 | 7
O=C(NCc1ccco1)c1nn2c(C(F)(F)F)cc(-c3cccs3)nc2c1Br | 15 | 108 | 106 | -7 | 10 | -1 | -14 | 23 | -2
COc1ccc(CCC(C)NCc2ccc(C(F)(F)F)cc2)cc1 (stereo not given) | 6 | 115 | 105 | -2 | -13 | -22 | -43 | 10 | -1
O=C(Cc1sc(Nc2ccccc2)nc1-c1ccccc1)NCc1ccccn1 | -2 | 91 | 83 | 1 | -1 | 10 | -23 | -7 | -4
Cc1cc(C(=O)CC#N)c(C)n1-c1c(C)n(C)n(-c2ccccc2)c1=O | -10 | 82 | 93 | 9 | 0 | -9 | -5 | 15 | 5
CCC(C)[C@H](NC(=O)N1CCC(C)CC1)C(=O)OC (stereo not given in full) | 4 | 104 | 103 | -5 | -2 | 5 | -2 | 11 | 1
CCOC(=O)Cn1c2ccc(C)cc2c2nc(C)sc21 | 12 | 102 | 104 | 9 | -5 | 6 | 3 | 11 | -4
COC(=O)C1=C(C)N(C)C(C)=C(C(=O)OC)C1c1ccc(C(=O)OC)cc1 | 8 | 114 | 111 | 4 | 10 | -19 | 6 | -11 | 2
Cc1ccc(CSCC(=O)N/N=C/c2cccc(OC3CSC3)c2)cc1 | -1 | 105 | 108 | 9 | -4 | 9 | -12 | 26 | 1
Cc1ccc2[nH]c(C(F)(F)F)cc(=O)c2c1 | 5 | 107 | 106 | 8 | -9 | 2 | -11 | 8 | 2
O=C(NCc1ccc(Cl)cc1)c1ccccc1CCc1ccccc1 | 9 | 102 | 93 | 4 | -9 | 42 | 4 | -7 | 3
COc1cccc(C(=O)Nc2cc(-c3cn4cccnc4n3)ccc2C)c1 | -5 | 97 | 85 | -11 | -11 | 1 | 3 | 24 | 1
Cn1c(C(=O)N(Cc2ccccc2)Cc2ccccn2)cc2sccc21 | 3 | 102 | 102 | 1 | 0 | 1 | -6 | -2 | -9
Cc1cccc(NC(=S)N2CCN(C(=O)c3ccco3)CC2)c1C | 5 | 99 | 99 | 6 | 5 | -3 | 2 | 3 | 2
O=C(CCNC(=O)C1CCN(S(=O)(=O)c2ccc(F)cc2)CC1)NCc1ccncc1 | -1 | 100 | 99 | 1 | 0 | 14 | -14 | 13 | 1
CC(C)(C)NC(=O)C(c1ccncc1)N(C(=O)C1CSC(=O)C1)c1ccccc1 (stereo not given) | 0 | 97 | 92 | -2 | 4 | -8 | 1 | 6 | 1
COc1ccc(NC(=O)Cc2nnc(SCC(=O)Nc3ccccc3)n2C)cc1 | 3 | 104 | 102 | -1 | -7 | 13 | -7 | 8 | 2
Cc1cc(NCCCN)nc(-c2ccccc2O)n1 | 1 | 112 | 87 | 2 | 1 | -3 | -10 | -2 | -2
CCOC(=O)C1CCCN(C(=O)c2ccc3c(=O)n(CCOC)c(=S)[nH]c3c2)C1 (stereo not given) | 0 | 98 | 90 | 3 | 1 | -88 | -17 | 19 | -7
Cc1cccc(Nc2cnn(C34CC5CC(CC(CC(=O)O)(C5)C3)C4)c(=O)c2Cl)c1 | -2 | 95 | 96 | 21* | 0 | 7 | 6 | 10 | -13
CC(=O)Nc1ccc2nc3c(=O)n(C)c(=O)n(C)c3nc2c1 | -1 | 99 | 96 | -4 | 9 | 6 | -14 | 49 | 8
COC(=O)C(C)Oc1ccc(Oc2nc(Cl)ccc2Cl)cc1 (stereo not given) | 5 | 118 | 115 | -5 | 0 | 9 | -1 | -9 | 4
Cc1cccc(COCC(Cc2ccccc2)N2CCN(C(=O)c3cccc(C)c3)CCC2=O)c1 (stereo not given) | 4 | 95 | 93 | -1 | 0 | 32 | 1 | 3 | 2
NC(=O)C1=C[C@H](c2ccc3c(c2)OCO3)C[C@H](OCc2ccc(CO)cc2)O1 | 3 | 101 | 100 | -3 | 12 | -10 | -8 | 7 | 6
Cc1ccc(NC(=O)n2ncc3c(C)cccc32)cc1F | -3 | 101 | 103 | -1 | -15 | 20 | -24 | 12 | 7
O=C(CSc1n[nH]c(=O)n1C1CC1)Nc1ccc(Cl)c(Cl)c1 | -10 | 90 | 85 | 11 | 1 | 19 | -2 | 7 | 4
CCN(CCCNC(=O)c1cc2c(-c3cccc(OC)c3)nn(C)c2s1)Cc1ccccc1 | 31* | 149* | 108 | -2 | -18 | -7 | 8 | 18 | 4
Cc1ccc(C)c(NC(=O)CSc2nnc([C@@H](N)Cc3ccccc3)o2)c1 | -1 | 98 | 101 | -5 | 2 | 3 | -5 | 27 | 1
COc1ccccc1CNC(=O)[C@H](C)NC(=O)[C@@H]1Cc2ccccc2CN1 | 1 | 98 | 96 | 5 | 3 | -1 | 2 | 8 | 0
COc1ccc2nc(SCc3cccnc3)c(C#N)cc2c1 | -3 | 95 | 92 | -1 | 9 | 3 | -3 | -34 | -1
CSc1nnc2c3c4c(sc3nc(-n3nc(C)cc3C)n12)COC(C)(C)C4 | -13 | 86 | 75 | / | 6 | 11 | -1 | 25 | 0
CSCC(=O)N1CCCC(CO)(Cc2ccccc2C)C1 (stereo not given) | -1 | 105 | 105 | 2 | -1 | 8 | 5 | -3 | -1
CCC(C)C1C(C#N)=C(N)OC2=C1C(=O)CC(C)(C)C2 (stereo not given) | 5 | 95 | 99 | 1 | 5 | -58 | 11 | 4 | 1
CCCc1cc(C(=O)Nc2ccc(C(=O)c3ccc(C)cc3)cc2)n(C)n1 | 7 | 108 | 101 | 1 | 2 | 8 | -3 | -11 | -5
CC1=CC=CC2=NC(=O)CC(C)(C(=O)N(CC(=O)NC3CCCC3)c3ccccc3C)N12 (stereo not given) | 0 | 96 | 96 | -2 | -9 | -9 | -3 | 17 | 0
Cn1c(CSc2ncccn2)nnc1SCC(=O)N1CCCCC1 | 8 | 102 | 100 | 1 | 6 | 0 | 4 | 22 | 9
COC(=O)/C=C/CSC1=N/C(=C/c2ccc(-n3cncn3)cc2)C(=O)N1 | 3 | 103 | 101 | 2 | 5 | 22 | -1 | 13 | -3
S=c1[nH]nc(CSc2nc3ccccc3s2)n1Cc1ccccc1 | -1 | 98 | 101 | 2 | 6 | -6 | 9 | 7 | -1
CCC1Oc2ccc(C)cc2N(CC(=O)NCCC2=CCCCC2)C1=O (stereo not given) | 5 | 111 | 108 | 12 | 0 | 31 | 5 | -15 | -2

The last 4 compounds of the section above come first, to join the parts:
SMILES | MEKK2 mut-MEK5 | MEKK2 WT-MEK5 | MEKK3 PB1 HTS | IDE cell inh | PfM18AAP inh | NALP1 inh | pCIP destab | SUMO HTRF inh | IDE cell activ
Cn1c(CSc2ncccn2)nnc1SCC(=O)N1CCCCC1 | 8 | 102 | 100 | 1 | 6 | 0 | 4 | 22 | 9
COC(=O)/C=C/CSC1=N/C(=C/c2ccc(-n3cncn3)cc2)C(=O)N1 | 3 | 103 | 101 | 2 | 5 | 22 | -1 | 13 | -3
S=c1[nH]nc(CSc2nc3ccccc3s2)n1Cc1ccccc1 | -1 | 98 | 101 | 2 | 6 | -6 | 9 | 7 | -1
CCC1Oc2ccc(C)cc2N(CC(=O)NCCC2=CCCCC2)C1=O (stereo not given) | 5 | 111 | 108 | 12 | 0 | 31 | 5 | -15 | -2
O=Cc1cc2ccccc2nc1SCCCF | -3 | 98 | 103 | 1 | 4 | 12 | -7 | 9 | -2
CC(C)c1ccc(CCNC(=O)c2cccc(S(=O)(=O)N3CCN(C)CC3)c2)cc1 | 3 | 103 | 95 | 0 | 1 | 12 | -14 | 7 | -1
O=C1Nc2ccc(C(F)(F)F)cc2N2CCCC12 (stereo not given) | 0 | 89 | 97 | 0 | 4 | -6 | -1 | 64 | /
COCCn1c(SCC(=O)N2CCOCC2)nc2c(c1=O)SCC2 | 5 | 109 | 101 | 3 | 1 | 5 | -4 | -6 | 5
COc1ccc([C@@H]2[C@@H]3C(=O)N(C(C)(C)C)C(=O)[C@@H]3[C@]3(C)C(=O)N(c4cccc(F)c4)C(=O)N23)cc1 | 4 | 104 | 103 | 11 | -1 | 19 | -3 | -7 | -3
COCCNC(=O)CN(CCc1ccccc1)S(=O)(=O)c1ccc(Br)cc1 | 5 | 107 | 103 | 4 | -6 | 4 | -1 | 1 | 5
CCOc1ccc(NC(=O)CN2C(=O)/C(=C3\SC(=S)N(C4CCS(=O)(=O)C4)C3=O)c3ccccc32)cc1 (stereo not given) | 0 | 108 | 108 | / | 7 | / | -8 | 12 | 4
O=C(Nc1cccc(NC(=O)c2cncc(Br)c2)c1)c1cncc(Br)c1 | 1 | 106 | 107 | 3 | 1 | 7 | -6 | 16 | -2
O=C(O)Cn1c(=O)c2cccn2c2ccccc21 | 5 | 107 | 102 | 5 | 5 | -7 | -6 | 0 | 5
O=C(CSc1ccccn1)N1CCN(C(=O)CSc2ccccn2)CC1 | 14 | 98 | 101 | -1 | / | -18 | -9 | 9 | 6
COc1ccc(C(=O)CCC(=O)N2CCN(c3ccc([N+](=O)[O-])cc3)CC2)cc1 | -3 | 100 | 105 | 0 | -10 | 24 | -20 | 10 | 1
COc1ccc(NC(=O)Cn2c(=O)oc3cc(S(=O)(=O)N4CCCC4)ccc32)c(OC)c1 | -2 | 97 | 96 | 3 | -3 | 9 | -10 | 4 | 6
COc1ccc(Cn2nnnc2C(c2cccs2)N2CCCCCC2)cc1 (stereo not given) | 1 | 110 | 104 | -4 | -7 | 28 | -8 | -12 | 3
COc1ccc2oc(=O)c(N3C(=O)c4ccccc4C3=O)cc2c1 | -3 | 96 | 99 | -4 | 4 | / | 1 | 28 | -5
Cc1cnn(C(=O)c2oc3ccccc3c2C)c1 | 4 | 102 | 104 | -2 | -2 | 6 | 6 | -1 | 1
COc1ccc(/C(O)=C2/C(=O)C(=O)N(CCCN3CCOCC3)C2c2ccc(C)cc2)cc1 (stereo not given) | 2 | 104 | 103 | / | 8 | 13 | 2 | -8 | 6
Cc1ccc(-n2nc(C)c3c2OC(N)=C(C#N)C3c2cccs2)cc1 (stereo not given) | / | / | / | -1 | -2 | 5 | -2 | 18 | -1
CCOC(=O)c1ccc(-n2ccnc2)c(NC(=O)c2cccc(Br)c2)c1 | 28 | 101 | 108 | 5 | 1 | 26 | -2 | 4 | 3
Cc1ccccc1Nc1nc(N)nc(CSc2nnnn2C)n1 | 0 | 96 | 105 | -3 | 3 | -7 | -1 | 5 | 5
COc1cccc(NC(=O)COc2ccc(C(=S)N3CCN(C)CC3)cc2OC)c1 | 9 | 106 | 100 | 3 | -16 | -17 | -36 | -4 | 0
O=C(CCC1CCCC1)N1CCN(C(=O)c2ccco2)CC1 | 11 | 107 | 106 | 0 | 0 | 15 | 3 | -22 | -1
